Compound activity from PubChem BioAssay.
TRPC4 potent: positive allosteric modulators of TRPC4, primary screen, cell-based, mouse TRPC4beta, HEK293 mu-opioid, Fluo-4 calcium; B-score at 10 µM; 310,000 compounds, 0.42% hits; AID 2227, 2009; DAMGO EC20, Fluo-4 Ca2+ flux; hits give high values;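 active = B-score of calcium response area above 5 SD of library B-scores, with initial fluorescence ratio within 5 SD of library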;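 note: B-score of integrated fluorescence ratio over time as area under calcium response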
MrgX1 PAM: positive allosteric modulators of MrgX1, primary screen, HEK293 cells, Fluo-4 calcium flux | Mas-related G-protein coupled receptor member X1 (Homo sapiens), Q96LB2 | FDSS; hits give high values | B-score at 10 µM | 310,000 compounds, 0.63% hits | AID 588675, 2011;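 active = plate-corrected calcium response at least 3 library SD above typical, normal starting fluorescence, not activating the receptor alone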;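 note: compound read alongside a low EC10 to EC30 dose of BAM8-22 agonist; peak minus trough fluorescence over baseline measured at the second addition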
MrgX1 antag: antagonists of human MrgX1 receptor, primary screen, HEK293 cells, Fluo-4 calcium flux | Mas-related G-protein coupled receptor member X1 (Homo sapiens), Q96LB2 | BAM8-22 antagonism; hits give low values | B-score at 10 µM | 310,000 compounds, 1.3% hits | AID 588676, 2011;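 active = calcium-response B-score plate-corrected more than 3 library SD below zero, starting fluorescence within 5 deviations, no agonist response on first addition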;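 note: peak minus trough fluorescence over baseline after final BAM8-22 challenge near maximal dose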
TRPC6 act: mouse TRPC6 channel activators, primary screen, cell-based, HEK293, membrane potential dye | Short transient receptor potential channel 6 (Mus musculus), Q61143 | 310,000 compounds, 0.13% hits | B-score at 10 µM | HEK293-TRPC6 membrane potential dye fluorescence; hits give high values | AID 2550, 2010;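 active = B-score of the integrated fluorescence ratio above library mean plus 3 SD, and starting fluorescence ratio within library mean plus 5 SD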;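 note: higher score means more depolarization so channel activation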
TRPC4 agonist: activators of mouse TRPC4 channel, primary screen, Fluo4 calcium, HEK293 TRPC4beta/mu-opioid cells | Fluo4 calcium fluorescence; hits give high values | 310,000 compounds, 0.49% hits | B-score at 10 µM | AID 2237, 2010;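 active = B-score above 5 SD of library B-scores, and initial fluorescence ratio not above library mean plus 5 SD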;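 note: positive B-score marks a calcium rise read as TRPC4 activation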
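system = HEK293 cells stably co-expressing mouse TRPC4beta and mu-opioid receptor | schedule = Fluo4 dye loading 45 min at room temperature, 110 s recording | measure = B-scored integrated calcium fluorescence ratio | signal = Fluo4 calcium-sensitive dye fluorescence, kinetic, 1 Hz baseline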
TRPC6 inhibitor: mouse TRPC6 channel inhibitors, primary screen, cell-based, HEK293, membrane potential dye; Short transient receptor potential channel 6 (Mus musculus), Q61143; AID 2553, 2010; B-score at 10 µM; ACh-evoked depolarization; hits give low values; 310,000 compounds, 1.1% hits;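 active = B-score under library mean minus 3 SD, initial fluorescence not abnormally high, positive integrated signal ratio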;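 note: B-score derived from integrated fluorescence ratio over the kinetic read; more negative B-score means stronger inhibition of depolarization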
TMEM16A inh: TMEM16A chloride channel inhibitors, primary screen, cell-based, HTS; Anoctamin-1 (Mus musculus), Q8BHY3; HEK293 TMEM16A/YFP iodide influx fluorescence, ionomycin; normalized B-score (activity score, 25-100; higher = stronger inhibition) at 10 µM; 310,000 compounds, 1.2% hits; AID 588511, 2011;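 active = ratio plate-corrected score three or more library SD toward inhibition, starting fluorescence score within five deviations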;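 note: score derived from kinetic fluorescence span divided by baseline fluorescence per well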
Target sequence (Q8BHY3 whole entry, looked up): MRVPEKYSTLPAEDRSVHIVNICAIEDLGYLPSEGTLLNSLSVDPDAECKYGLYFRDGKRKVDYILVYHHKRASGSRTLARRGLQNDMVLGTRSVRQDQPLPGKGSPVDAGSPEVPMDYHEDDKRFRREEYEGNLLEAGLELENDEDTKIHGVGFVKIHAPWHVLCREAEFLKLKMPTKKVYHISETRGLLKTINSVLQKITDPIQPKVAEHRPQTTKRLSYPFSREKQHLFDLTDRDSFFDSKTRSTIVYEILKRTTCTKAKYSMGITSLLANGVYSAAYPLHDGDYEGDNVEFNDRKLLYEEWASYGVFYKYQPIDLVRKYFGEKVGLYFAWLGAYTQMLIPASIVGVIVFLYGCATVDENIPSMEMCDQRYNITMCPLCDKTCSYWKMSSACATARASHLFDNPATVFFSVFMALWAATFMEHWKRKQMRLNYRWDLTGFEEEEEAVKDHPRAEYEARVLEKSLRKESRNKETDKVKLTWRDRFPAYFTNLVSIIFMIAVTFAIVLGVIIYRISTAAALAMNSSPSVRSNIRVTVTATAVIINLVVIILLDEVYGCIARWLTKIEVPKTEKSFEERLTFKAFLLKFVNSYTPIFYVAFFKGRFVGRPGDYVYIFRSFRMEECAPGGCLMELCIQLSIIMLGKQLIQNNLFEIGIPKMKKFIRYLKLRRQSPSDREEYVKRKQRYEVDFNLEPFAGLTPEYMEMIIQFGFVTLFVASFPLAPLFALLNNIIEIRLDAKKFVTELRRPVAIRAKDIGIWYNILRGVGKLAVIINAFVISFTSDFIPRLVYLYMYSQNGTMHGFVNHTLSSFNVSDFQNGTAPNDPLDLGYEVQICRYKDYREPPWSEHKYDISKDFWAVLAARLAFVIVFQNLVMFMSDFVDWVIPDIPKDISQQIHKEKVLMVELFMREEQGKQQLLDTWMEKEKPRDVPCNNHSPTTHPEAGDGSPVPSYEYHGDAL
TRPC4 block: inhibitors of mouse TRPC4 channel, primary screen, Fluo4 calcium, HEK293 TRPC4beta/mu-opioid cells | Short transient receptor potential channel 4 (Mus musculus), Q9QUQ5 | DAMGO-evoked Fluo4 calcium flux; hits give low values | B-score at 10 µM | 300,000 compounds, 0.39% hits | AID 2247, 2010;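 active = B-score over 3 SD under the library average, no early fluorescence shift, positive overall ratio signal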
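material = TRPC4beta/mu-opioid receptor HEK293 cell line | probe or stimulus = sequential submaximal and maximal DAMGO stimulation | compound dosing = one concentration per compound | measured by = Fluo4 Ca2+ flux fluorescence | evaluation = integrated fluorescence ratio relative to baseline, converted to per-well B score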
MrgX1 agonist: agonists of human MrgX1 receptor, primary screen, HEK293 cells, Fluo-4 calcium flux; Fluo-4 calcium fluorescence, agonist mode; hits give high values; 310,000 compounds, 0.44% hits; B-score at 10 µM; Mas-related G-protein coupled receptor member X1 (Homo sapiens), Q96LB2;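 active = calcium response B-score plate-corrected fluorescence ratio at least 3 library SD, with starting fluorescence B-score inside 5 SD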
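Material – MrgX1-expressing HEK293 cells · Input – 15,000 cells seeded per well · Dosing – compound as first of three additions · Times – overnight seeding, then 1 h dark dye loading · Measured by – kinetic Fluo-4 NW fluorescence of intracellular calcium · Read-out – B-scored fluorescence response ratio · Benchmarks – positive and negative control wells on each plate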
ANO1 activ: TMEM16A chloride channel activators or potentiators, primary screen, cell-based, HTS; Anoctamin-1 (Mus musculus), Q8BHY3; HEK293 TMEM16A/YFP-H148Q/I152L, iodide quench fluorescence; hits give low values; B-score at 10 µM; 340,000 compounds, 0.3% hits; AID 623877, 2012;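 active = fluorescence-ratio B-score plate-corrected deviation score at least 3 library SD below zero, with starting fluorescence score within 5 deviations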;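 note: channel opened by trigger with iodide after compound preincubation; score built on the fluorescence ratio of max minus min over baseline; more negative score means more quench and so TMEM16A activation or potentiation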
RGS4 inh: RGS4 inhibitors, primary screen, cell-based, HEK293 M3R inducible RGS4, calcium flux | Regulator of G-protein signaling 4 (Homo sapiens), P49798 | 310,000 compounds, 0.45% hits | Fluo-4 calcium flux; hits give high values; triggered by carbachol at its EC20 | AID 463165, 2010 | B-score at 10 µM;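 active = B-score, a plate-corrected calcium signal, over three deviations above library mean, with baseline fluorescence within five deviations of library mean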;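 note: RGS4 expression induced by doxycycline in cells with stable M3 receptor; B-score is computed from the integrated fluorescence ratio over baseline after carbachol; higher B-score means a larger calcium signal and so more RGS4 inhibition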
Active calls of the source: *; i = inactive; / = not tested or not shown.

SMILES	TRPC4 potent	MrgX1 PAM	MrgX1 antag	TRPC6 act	TRPC4 agonist	TRPC6 inhibitor	TMEM16A inh	TRPC4 block	MrgX1 agonist	ANO1 activ	RGS4 inh
O=C(N=C1SC2CS(=O)(=O)CC2N1c1ccc(F)c(Cl)c1)C1CCCO1 (configuration not stated)	i	i	i	i	i	i	i	i	i	i	i
Cc1ccc(C)c(-c2nnc(NC(=O)Cc3ccc(F)cc3)o2)c1	i	i	i	i	i	i	i	i	i	i	i
CCOc1ccccc1NC(=O)CN1C(=O)CSC(C)C1=O (configuration not stated)	i	i	i	i	i	i	i	i	i	i	i
CC(C)(C)c1ccc(OCCCNCc2ccccc2)cc1	i	i	i	i	i	i	i	i	i	i	i
CC1CC(C)CN(C(=O)CCCn2c(=S)[nH]c3ccccc3c2=O)C1 (configuration not stated)	i	i	i	i	i	i	i	i	i	i	i
O=C(CSc1nnc2ccccn12)Nc1nsc(-c2ccccc2)n1	i	i	i	i	i	i	i	i	i	i	i
O=C1COc2ccc(C(=O)COC(=O)CCSc3ccc(Cl)cc3)cc2N1	i	i	i	i	i	i	i	i	i	i	i
CCNc1nc(NCC)n2c(SC(C(=O)Nc3cc(C)ccc3C)c3ccccc3)nnc2n1 (configuration not stated)	i	i	i	i	i	i	i	i	i	i	i
Cc1cc(C)nc(SC2CCCCC2NS(=O)(=O)c2ccc(Cl)cc2)n1 (configuration not stated)	i	i	i	i	i	i	i	i	i	i	i
C=CCOc1ccc(Br)cc1CNCCO	i	i	i	i	i	i	i	i	i	i	i
COc1ccc(CCC(C)Nc2ccccc2F)cc1 (configuration not stated)	i	i	i	i	i	i	i	i	i	i	i
CC(C)C(=O)Nc1ccc(C(=O)N2CCCCCC2)cc1	i	i	i	i	i	i	i	i	i	i	i
COc1ccccc1C(=O)N/N=C(\C)CC(=O)Nc1ccc2c(c1)OCCO2	i	i	i	i	i	i	i	i	i	i	i
CC(C)(C)c1ccc(O)c(/C=N\O)c1	i	37.8*	i	i	i	i	i	i	i	i	i
COc1ccc(N(CN2C(=O)c3ccccc3C2=O)C(=O)COc2ccc(Cl)cc2Cl)cc1	i	i	i	i	i	i	i	i	i	i	i
CCCCN(C)CCCNC(=O)CN1C(=O)COc2ccc(S(=O)(=O)N3CCOCC3)cc21	i	i	i	i	i	-5.38*	i	i	i	i	i
Cc1ccccc1-c1nc2cc(NC(=O)C3CC3)ccc2o1	i	i	i	i	i	i	i	i	i	i	i
CC(C)CN(C(=O)CCC(=O)OCC(=O)c1ccc(F)c(F)c1)c1c(N)n(CC(C)C)c(=O)[nH]c1=O	i	i	i	i	i	i	i	i	i	i	i
CC1CCCCN1Cc1ccc(N)cc1 (configuration not stated)	i	i	i	i	i	i	i	i	i	i	i
CCCCc1ccc(NC(=O)COCC)cc1	i	i	i	i	i	i	i	i	i	i	i
CCCCC1OC2(C)OC(=N)C1(C#N)C(C#N)(C#N)C2c1ccccc1 (configuration not stated)	/	i	i	/	/	/	i	/	i	i	/
O=C(O)c1ccc(NS(=O)(=O)/C=C/c2ccccc2)cc1O	i	i	i	i	i	i	i	i	i	i	i
O=C(NC1CC2CCCC(C1)N2C(=O)Nc1ccccc1F)C1CC1 (configuration not stated)	i	i	i	i	i	i	i	i	i	i	i
O=C1/C(=C/c2ccccc2Cl)SC(=S)N1CCCC(=O)N(CCO)c1ccccc1	i	i	i	i	i	i	i	-6*	i	i	i
CN(O)/C=C/C(=O)c1ccc(Br)cc1	i	i	i	i	i	i	i	i	i	i	i
NC(=O)NC(=O)CSc1nnc(-c2ccc(Cl)cc2)n1CC1CCCO1 (configuration not stated)	i	i	i	i	i	i	i	i	i	i	i
CCc1ccc(NC(=O)CCC(=O)Nc2nnc(C(F)(F)F)s2)cc1	i	i	i	i	i	i	i	i	i	i	i
CC1CCN(C(=O)CSc2nnc3c(n2)[nH]c2ccccc23)CC1	i	i	i	i	i	i	i	i	i	i	i
COc1cc(/C=N/NC(=O)NC23CC4CC(CC(C4)C2)C3)ccc1O	i	i	i	i	i	i	i	i	i	i	i
Cc1c(Cl)cccc1NC(=O)c1cc(-c2ccco2)on1	i	i	i	i	i	i	i	i	i	i	i
CCCCCn1c(CNC(=O)CCC)nc2ccccc21	i	i	i	i	i	i	i	i	i	i	i
O=C(/C=C/c1ccc(O)cc1)c1ccc(NC2=C(N3CCCCC3)C(=O)c3ccccc3C2=O)cc1	i	i	i	i	i	i	i	i	i	i	i
COc1ccc(-c2nc(C(F)(F)F)c(OC)o2)cc1OC	i	i	i	i	i	i	i	i	i	i	i
Cc1ccc(C(=O)Nc2nc(COc3ccccc3)cs2)s1	i	i	i	i	i	i	i	i	i	i	i
Cc1cn(C)c(=O)n(C)c1=O	i	i	i	i	i	i	i	i	i	i	i
O=C1CC(Nc2ccccc2)C(=O)N1c1ccc(N2CCOCC2)cc1 (configuration not stated)	/	i	i	/	/	/	i	/	i	i	/
Cc1cc(C(=O)OCC(=O)N(C)C2CCS(=O)(=O)C2)c(C)n1-c1ccccc1 (configuration not stated)	i	i	i	i	i	i	i	i	i	i	i
COc1ccc(-c2nnc(SCC(=O)N3CCCc4ccccc43)o2)cc1OC	i	i	i	i	i	i	i	i	i	i	i
Cn1ccnc1SCC(=O)c1ccc2ccccc2c1	i	i	i	i	i	i	i	i	i	i	i
O=[N+]([O-])c1cc(S(=O)(=O)Nc2ccccc2)ccc1N1CCN(c2ccccc2)CC1	i	i	i	i	i	i	i	i	i	i	i
COc1ccc(/C=C/C(=O)Nc2cccc(C(C)=O)c2)cc1	i	i	i	i	i	i	i	i	i	i	i
Cc1nn(-c2ccc(N3CCCCC3)nn2)c(C)c1CCC(=O)Nc1cccc(F)c1	i	i	i	i	i	i	i	i	i	i	i
O=C(Nc1ccccc1)C1=C[C@@H](C2CCCCC2)C[C@@H](OCc2ccc(CO)cc2)O1	i	i	i	i	i	i	i	i	i	i	i
CC(C)(C)c1ccc(C(=O)Nc2nonc2-c2nc3ccccc3[nH]2)cc1	i	i	i	i	i	i	i	i	i	i	i
O=C(CNS(=O)(=O)c1cccc2nsnc12)NCCc1ccccc1	i	i	i	i	i	i	i	i	i	i	i
CCSc1oc(-c2ccccc2)nc1S(=O)(=O)c1ccccc1	i	i	i	i	i	i	i	i	i	i	i
Cc1ccc(C(=O)c2c3ccc(C(F)(F)F)cc3nn2CCC(N)=O)cc1	i	i	i	i	i	i	i	i	i	i	i
COc1ccc(C(=O)Nc2cc3c(cc2Cl)OCCCO3)cc1	i	i	i	i	i	i	i	i	i	i	i
CCCCn1c(N)c(N(CC(C)C)C(=O)c2ccc(N3C(=O)CCC3=O)cc2)c(=O)[nH]c1=O	i	i	i	i	i	i	i	i	i	i	i
Cc1[nH]nc2c1C1(CCN(C(=O)c3ccccc3)CC1)C(C#N)=C(N)O2	i	i	i	i	i	i	i	i	i	i	i
C/C(=N\OC(=O)c1ccc(Cl)cc1)c1sc(-c2ccccc2)nc1C	i	i	i	i	i	i	i	i	i	i	i
CCCCn1c(N)c(N(CC)C(=O)C2=COCCO2)c(=O)[nH]c1=O	i	i	i	i	i	i	i	i	i	i	i
COc1ccc(C(C)=O)cc1CSc1nnc(-c2ccc(Cl)cc2)n1-c1ccccc1	i	i	i	i	i	i	i	i	i	/	i
NC(=O)C1CCN(C(=O)COc2cccc3cccnc23)CC1	i	i	i	i	i	i	i	i	i	i	i
Cc1ccc(C)c(N2CCN(C(=O)c3csc(C)c3C)CC2)c1	i	6.88*	i	i	i	i	i	i	i	i	i
Cc1nc2nc(-c3cccs3)[nH]c2cc1Br	i	i	i	i	i	i	i	i	i	i	i
Cc1cc(Cl)ccc1OCCCC(=O)N1CCCc2ccccc21	i	i	i	i	i	i	i	i	i	i	i
O=C(COc1ccc(Cl)cc1)NCc1nnc(SCC(=O)NC2CCCCC2)o1	i	i	i	i	i	i	i	i	i	/	i
CCc1cc2c(NCCC(=O)O)ncnc2s1	i	i	i	i	i	i	i	i	i	i	i
Cn1c(Cc2ccccc2)nnc1SCCC(=O)Nc1ccccc1	i	i	i	i	i	i	i	i	i	i	i
Other results:
SMILES	TRPC4 potent	MrgX1 PAM	MrgX1 antag	TRPC6 act	TRPC4 agonist	TRPC6 inhibitor	TMEM16A inh	TRPC4 block	MrgX1 agonist	ANO1 activ	RGS4 inh
COc1ccc2c(c1)C(C)=CC(C)(C)N2C(=O)CN1C(=O)CCC1=O	i	i	i	i	i	i	i	i	i	i	i
O=C(Nc1nc2ccccc2[nH]1)c1cc2ccccc2o1	i	i	i	i	i	i	i	i	i	i	i
Clc1ccc2nc(CSCc3ccccc3)cn2c1	i	i	i	i	i	i	i	i	i	i	i
CCOC(=O)c1cc(-c2ccc(C)o2)nn1CCC#N	i	i	i	i	i	i	i	i	i	i	i
CCOc1cc(S(=O)(=O)n2c(C)nc3ccccc32)ccc1F	i	i	i	i	i	i	i	i	i	i	i
CC(C)c1ccc(C(=O)CSc2n[nH]c(-c3ccncc3)n2)cc1	i	i	i	i	i	i	i	i	i	i	i
CC(C)(C)NC(=O)C(c1ccncc1)N(Cc1cccs1)C(=O)c1csnn1 (configuration not stated)	i	i	i	i	i	i	i	i	i	i	i
CCOC(=O)C1CCN(C(=O)/C=C/c2cc(OC)c(OC)c(OC)c2)CC1	i	i	i	i	i	i	i	i	i	i	i
